Source: PubChem (National Center for Advancing Translational Sciences (NCATS))
Vif-A3F inh = inhibitors of Vif-A3F interaction | Potency, µM (doses to about 46.1 µM), without a hit: at the top dose activity, negative = active | HeLa A3F-eYFP + Vif (tagged APOBEC3F with the HIV-1 protein that degrades it), YFP fluorescence increase | 390,000 compounds, 0.2% hits; further: potency means the concentration at half of the fitted maximal effect; % of control where 0% means no effect; nearly all actives have a fitted effect of over 65% in size
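Fluorescence increase (Ex 488/Em 500-530) after overnight compound treatment at 37 deg C flags inhibition of Vif-driven A3F-eYFP loss in stable HeLa A3F-eYFP/Vif cells seeded overnight beforehand.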
TrxR1 inh = blocks rat thioredoxin reductase 1; 390,000 compounds, 1% hits; O89049; Potency, µM (top dose mostly 114 µM), for inactives: top-dose activity change, negative = inhibition, most hits filed as inhibitors; recombinant rTrxR1, NADPH fluorescence consumption, selenite substrate; further: potency means the concentration at half of the fitted maximal effect; on the % scale 0 is the no-effect control and ±100 the full control effect; nearly all actives have a fitted effect of over 65% in size
Target sequence (O89049 whole entry, looked up): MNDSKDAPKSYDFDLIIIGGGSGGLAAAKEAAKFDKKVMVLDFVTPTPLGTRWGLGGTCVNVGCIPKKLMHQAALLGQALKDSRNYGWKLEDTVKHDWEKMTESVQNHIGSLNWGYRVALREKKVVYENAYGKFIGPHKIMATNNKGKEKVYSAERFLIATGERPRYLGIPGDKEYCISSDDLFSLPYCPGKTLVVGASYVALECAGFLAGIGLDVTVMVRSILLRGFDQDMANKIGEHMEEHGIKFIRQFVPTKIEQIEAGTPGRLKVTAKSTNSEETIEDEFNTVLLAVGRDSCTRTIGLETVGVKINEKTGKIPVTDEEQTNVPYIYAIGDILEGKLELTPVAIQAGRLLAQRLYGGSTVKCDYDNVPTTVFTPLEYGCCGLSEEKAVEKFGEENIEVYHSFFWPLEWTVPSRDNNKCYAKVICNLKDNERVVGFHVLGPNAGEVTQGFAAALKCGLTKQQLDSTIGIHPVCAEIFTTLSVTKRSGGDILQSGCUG
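Rat TrxR1 (90 nM in the dispensed reagent) was pre-reduced with 400 uM NADPH for 5 min at room temperature, then incubated with compound for 15 min. After 400 uM selenite was added, NADPH fluorescence (Ex 340/Em 450 nm) was followed for 8 min.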
USP1 inh = blocks the human USP1/UAF1 deubiquitinase complex | 390,000 compounds, 0.23% hits | recombinant USP1/UAF1, Ub-Rhodamine cleavage fluorescence | Potency, µM (doses to about 57.1 µM), inactives show at the highest dose activity change, negative = inhibition, most hits filed as inhibitors | O94782; further: potency means the concentration at half of the fitted maximal effect; on the % scale 0 is the no-effect control and ±100 the full control effect; nearly all actives have a fitted effect of over 60% in size; inactives centre near -12
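USP1/UAF1 complex at 1 nM was preincubated with compound for 15 min at room temperature, then Ub-Rho substrate (150nM final) was added. Fluorescence (480/540 nm) was read kinetically, 6 reads every 60 seconds.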
mIDH1 inhibitor = inhibitors of human mutant IDH1 R132H | IDH1-R132H enzyme, NADPH consumption, diaphorase/resazurin fluorescence | 390,000 compounds, 0.093% hits | O75874 | Potency, µM (doses to about 76.6 µM), for the others: top-dose activity change, negative = inhibition, hits mostly inhibitors; further: potency means the concentration at half of the fitted maximal effect; on the % scale 0 is the no-effect control and ±100 the full control effect; nearly all actives have a fitted effect of over 65% in size
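IDH1-R132H (0.5 ug/mL) preincubated 30 min with compound, then NADPH (0.016 mM) and alpha-KG (2 mM) added; 80 min at RT, pH 7.5. Remaining NADPH coupled via diaphorase/resazurin to fluorescence (540/590 nm); concentration-response curves normalized to no-enzyme control.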
LDHA block = LDHA (human) enzyme inhibition; P00338; purified LDHA, NADH/diaphorase-resazurin fluorescence; stronger effect = lower value; activity change, % (values are at about 110 or 230 µM); 480,000 compounds, 0.15% hits; in the data active means activity change below about -30%; inconclusive means mostly about -25% to -30%;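 further: plate controls were DMSO wells for no effect and wells without enzyme for full effect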
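LDH5 2 nM; NADH 0.06 mM, pyruvate 0.2 mM; 200 mM Tris pH 7.4, EDTA, Tween-20; 5 min RT. Detection: diaphorase 0.133 mg/mL + resazurin 37 µM, fluorescence ex540/em590 at 0 and 20 min; normalized to enzyme-free and DMSO wells.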
Vif-A3G inh = inhibitors of Vif-APOBEC3G interaction | HeLa A3G-eYFP + Vif (tagged APOBEC3G with the HIV-1 protein that degrades it), YFP fluorescence, overnight | AID 602310 | 410,000 compounds, 0.076% hits | Potency, µM (highest dose often 46.1 µM), inactives show top-dose activity, negative = active, usual class: inhibitors;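 further: potency means the concentration at half of the fitted maximal effect; on the % scale 0 is the no-effect control and ±100 the full control effect; nearly all actives have a fitted effect of over 60% in size; hits raise eYFP signal because A3G escapes Vif-driven loss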
Target sequence (Q9HC16 whole entry, looked up): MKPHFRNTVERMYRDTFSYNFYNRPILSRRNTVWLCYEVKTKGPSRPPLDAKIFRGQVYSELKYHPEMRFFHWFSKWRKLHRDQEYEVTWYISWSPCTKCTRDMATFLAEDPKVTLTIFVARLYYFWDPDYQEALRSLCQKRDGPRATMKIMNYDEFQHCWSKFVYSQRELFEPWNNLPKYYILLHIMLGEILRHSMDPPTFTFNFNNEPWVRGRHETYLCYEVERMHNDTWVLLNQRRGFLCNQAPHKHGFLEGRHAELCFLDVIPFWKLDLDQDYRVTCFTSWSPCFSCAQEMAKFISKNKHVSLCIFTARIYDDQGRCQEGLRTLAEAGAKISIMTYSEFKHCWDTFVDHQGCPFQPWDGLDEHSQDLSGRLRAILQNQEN
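HeLa cells stably expressing Vif and C-terminally eYFP-tagged A3G, seeded overnight at 37 deg C, then exposed to compound by pintool overnight at 37 deg C. Rise in yellow fluorescence (Ex 488/Em 500-530, Acumen) marks blocked Vif-driven A3G degradation.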
RGS4 inh = inhibitors of human regulator of G protein signaling 4; Transcreener GDP fluorescence polarization, RGS4-accelerated GTP hydrolysis; Potency, µM (highest dose often 114 µM), for inactives: at the top dose activity change, negative = inhibition, actives largely listed as inhibitors; 390,000 compounds, 0.039% hits; AID 504845; further: potency means the concentration at half of the fitted maximal effect; on the % scale 0 is the no-effect control and ±100 the full control effect; nearly all actives have a fitted effect of over 75% in size; some results filed as inactive show a strong effect at the top dose
Target sequence (P49798 whole entry, looked up): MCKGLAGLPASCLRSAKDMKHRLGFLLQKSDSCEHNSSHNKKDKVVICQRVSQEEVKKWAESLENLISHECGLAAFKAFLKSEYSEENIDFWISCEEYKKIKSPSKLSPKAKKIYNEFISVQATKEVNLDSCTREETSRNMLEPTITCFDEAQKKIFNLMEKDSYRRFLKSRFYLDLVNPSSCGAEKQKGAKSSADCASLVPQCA
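MLSMR compounds (23 nl, pin-transferred) preincubated 10 min at room temperature with a 500nM (2x) first reagent, then RGS4 at 900nM (2x) plus Transcreener GDP mix added; fluorescence polarization (620/688 nm) read before and after 90 min at 30 °C.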
GRP78 ERSR act = induces the endoplasmic reticulum stress response in human glioma cells. U87-MG GRP78 promoter luciferase reporter, 16 h. 420,000 compounds, 0.02% hits. AID 602332. Potency, µM, inactives show top-dose activation, actives largely listed as activators; further: potency means the concentration at half of the fitted maximal effect; series mostly up to about 76 µM; % of control where 0% means no effect; nearly all actives have a fitted effect of over 35% in size
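Stably transfected U87-MG human glioma cells carrying a GRP78-based luminescent sensor were seeded at 1000 cells/well, pin-dosed with compounds and incubated 16 h. Luciferase reagent was then added, and end-point luminescence was read after 10 min at room temperature.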
TrxR1 substrate = substrates of rat thioredoxin reductase 1. purified TrxR1 substrate turnover, NADPH consumption readout. Potency, µM (highest dose often 114 µM), inactives show at the highest dose activity change, negative = substrate turnover. 390,000 compounds, 0.01% hits; further: potency means the concentration at half of the fitted maximal effect; on the % scale 0 is the no-effect control and ±100 the full control effect; nearly all actives have a fitted effect of over 50% in size
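Rat TrxR1, dispensed at 90 nM, was prereduced with 400 uM NADPH (final) for 5 min at ~22 deg C, then incubated with compound 15 min before 400 uM selenite. A first-read NADPH fluorescence drop versus no-compound background flagged substrates.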
Numbers without * were called inactive; ? = inconclusive; . = no result given; & = joins results of further samples; [ ] = remark or other dose. Unless noted, the call rests on the fitted dose curve; in most records, active means well fitted curve in the direction sought with a large enough effect; inconclusive means small, poorly fitted or top-dose-only effect, or another doubt; inactive means no such curve, though single readings can be large; an effect the other way counts as inactive or inconclusive.

SMILES | Vif-A3F inh | TrxR1 inh | USP1 inh | mIDH1 inhibitor | LDHA block | Vif-A3G inh | RGS4 inh | GRP78 ERSR act | TrxR1 substrate
Cc1ccc(-n2c(=O)c3cccnc3n2CC(=O)Nc2ccc(C)cc2Cl)cc1 | 2% | 15%[57.1 µM] | -23% | -10% | -5 | -1% | 13% | 3% | 14%[57.1 µM]
CCS(=O)(=O)NCCc1sc2nc(-c3ccc(OC)cc3)nn2c1C | 1% | 4%[57.1 µM] | -19% | 6% | -5 | 1% | 3% | 3% | -2%[57.1 µM]
CCOC(=O)Cn1nc(C)n(-c2ccc(C(C)C)cc2)c1=O | -4% | 6%[57.1 µM] | -8% | 4% | -8 | 3% | 36% | -3% | 6%[57.1 µM]
CC(=O)C(Cc1ccccc1)NC(=O)COC(=O)CCN1C(=O)C2CC=CCC2C1=O (stereo not drawn) | 4% | -2% | -6% | 2% | 0 | -1% | 9% | -7% | 5%
CC(NCC(=O)Nc1cc(S(=O)(=O)N2CCOCC2)ccc1N1CCOCC1)c1ccco1 (stereo not drawn) | 0% | 12% | -21% | -9% | -7 | -2% | 30% | -3% | 4%
Cc1ccc(S(=O)(=O)/C(=C/Cl)NC(=O)c2ccccc2)cc1 | -6% | ? | -4% | 1% | -5 | ? | 24% | -14% | -12%
O=S(=O)(c1ccc(Cl)cc1)c1nnn2c1nc(NCc1ccccc1)c1sccc12 | 5% | 29% | -8% | 10% | -1 | 2% | -11% | -5% | 20%
O=S(=O)(/N=C(/Nc1ccc(Cl)c(S(=O)(=O)Nc2ccccc2Cl)c1)c1ccc(F)cc1)c1ccccc1 | 1%&-3% | -3% | -19%&-15% | ? | -11&1 | 3%&-5% | 5%&-25% | 1%&1% | -11%
O=C(O)c1cc([N+](=O)[O-])c(NCCC2=CCCCC2)c([N+](=O)[O-])c1 | 1% | 24% | -21% | -4% | -3 | 0% | 1% | -1% | -2%
O=C(Nc1cccnc1)c1cccc(F)c1 | 16% | 15%[57.1 µM] | -3% | 2% | -8 | 0% | ? | -4% | 9%[57.1 µM]
Cc1nn(C)c(Cl)c1C(=O)NCC(=O)NCc1ccccc1 | -1% | 16%[57.1 µM] | -14% | 3% | -6 | 0% | -13% | -3% | 7%[57.1 µM]
CN(CCC#N)c1ccc(C=O)cc1 | . | 6% | . | . | 2 | 2% | . | -1% | -11%
Cc1onc(-c2ccccc2)c1C(=O)NNC(=O)c1ccccc1O | 9% | 7% | -18% | 1% | 9 | 1% | -27% | ? | -3%
CCCN1CNc2c(c(=O)[nH]c(=S)n2CCc2c(OC)cccc2OC)C1 | . | -3% | . | . | -1 | . | 14% | . | -3%
O=C(CCCn1c(=O)[nH]c2cc(Cl)ccc2c1=O)NCCCN1CCCC1 | -17% | 12% | -19% | 7% | -3 | 1% | 3% | -4% | 6%
COc1ccc(-c2csc3ncn(Cc4ccccc4)c(=O)c23)cc1 | -8% | 20% | -9% | 0% | -7 | -18% | -2% | 0% | 3%
COc1ccc(OC)c(/C=C/C(=O)N2C(=O)c3cccc(N)c3C2=O)c1 | -8% | -34% | -19% | 0% | 1 | ? | -45% | 3% | 0%
O=S(=O)(c1ccc(Cl)cc1)n1ccc2cccnc21 | -11% | 10% | -17% | 6% | -7 | -3% | -16% | -3% | 4%
COc1ccc2c(Sc3ccc(Cl)cc3)c(C(=O)N3CCC(C)CC3)[nH]c2c1 | ? | 19% | -5% | 19% | 2 | -3% | 0% | 20% | 0%
CN(C)c1ccc(C(CNS(=O)(=O)c2ccc(F)cc2F)N2CCOCC2)cc1 (stereo not drawn) | 2% | 13%[57.1 µM] | -10% | 3% | 6 | 3% | -1% | -5% | 2%[57.1 µM]
Cc1cccc(C(C)(C)C)c1OCCn1ccnc1 | -4% | 41%[activator][57.1 µM] | 0% | 19% | -20 | 0% | 12% | -5% | 6%[57.1 µM]
Cc1ccc(C(=O)Nc2ccc(OCc3ccccc3)cc2)s1 | -14% | 15% | 7% | -9% | -5 | 1% | 15% | -4% | 1%
O=S(=O)(c1ccccc1)N(Cc1ccccc1)c1ccccn1 | -12% | 15% | -19% | 8% | 1 | 1% | -21% | -3% | 7%
Cc1ccc(S(=O)(=O)N(CC(=O)NCCC2=CCCCC2)Cc2ccccc2)cc1 | 2% | 14% | -10% | 6% | 0 | -2% | -7% | -2% | 0%
CC(C)Nc1nc(SCC(N)=O)nc(N2CCOCC2)n1 | 3% | 15% | -14% | -3% | -2 | 1% | -2% | -3% | 7%
Going on with the list:
SMILES | Vif-A3F inh | TrxR1 inh | USP1 inh | mIDH1 inhibitor | LDHA block | Vif-A3G inh | RGS4 inh | GRP78 ERSR act | TrxR1 substrate
O=C(OCc1ccccc1)C1=[N+]([O-])OC(C(=O)OCc2ccccc2)C1c1c[nH]c2ccccc12 (stereo not drawn) | -6% | -16% | -10% | -1% | -4 | -21% | 3% | -16% | -12%
O=C(CN1CCN(Cc2ccc(F)cc2Cl)C1=O)NCCCN1CCOCC1 | -5% | 4% | ? | -3% | -4 | 1% | 19% | 1% | 3%
COc1ccc(N2CC(C)Cn3c2nc2c3c(=O)n(Cc3ccc(C)cc3)c(=O)n2C)c(OC)c1 (stereo not drawn) | 2% | 8% | -17% | -6% | -2 | -7% | 23% | -2% | -1%
Cc1ccc(C(=O)c2oc3nc(C)cc(C)c3c2N)cc1 | -3% | -7% | 0% | 9% | -7 | -11% | -30% | 4% | -2%
COc1ccc(-c2csc(-n3ncc(-c4cccs4)c3N)n2)cc1 | -9% | 6% | 2% | -1% | -18 | -6% | 23% | -1% | -4%
Cc1ccc(CCNC(=O)C2CCN(S(=O)(=O)c3ccc4c(c3)NC(=O)C(C)S4)CC2)cc1 (stereo not drawn) | 5% | 13% | -13% | 0% | -6 | 6% | -11% | -4% | -5%
COc1ccccc1/C=C/c1nc(C#N)c(NC(C)c2ccccc2)o1 (stereo not drawn) | 2% | 81%[activator] | 3% | 5% | -4 | 0% | 22% | -2% | 173%[activator]
COc1ccc(S(=O)(=O)N2CCN(CC(=O)Nc3sccc3C(N)=O)CC2)cc1OC | 1% | 12% | -17% | 4% | 2 | -1% | -1% | -3% | -1%
CCN(Cc1ccccc1)C(=O)c1cccc(S(=O)(=O)N2CCN(c3ccc(F)cc3)CC2)c1 | -20% | 1% | -14% | 0% | -7 | 0% | 10% | -5% | -13%
OCC[C@H]1C[C@@H](O)[C@H](O)[C@]2(CCCc3ccccc3O2)O1 | 0% | ? | -23% | 6% | 3 | 1% | 6% | -2% | 6%
CC(C)(C)c1ccc(C2=CC(c3ccccc3)n3ncnc3N2)cc1 (stereo not drawn) | 6% | -39% | -21% | -5% | -15 | -6% | -4% | 0% | 26%[57.1 µM]
COc1ccc(CCN2C(=O)CSC2=S)cc1OC | -4% | 14% | -17% | -17% | -5 | -17% | -19% | -11% | 8%
CCCCN1C(=O)Cc2c1nc(N)c1c(N)nc(N(CCC)CCC)c(C#N)c21 | -1% | 40%[activator][57.1 µM] | -4% | 2% | -2 | 2% | -3% | -2% | 13%[57.1 µM]
Cc1cc2ccccn2c1C(=O)c1cccc([N+](=O)[O-])c1 | 1% | 23%[57.1 µM] | 0% | 15% | -8 | 2% | 2% | -7% | 12%[57.1 µM]
COc1ccccc1CNC(=O)CSc1nnc2ccc(-c3cccnc3)nn12 | -12% | 6% | -11% | 18% | -11 | 0% | 13% | 0% | 3%
Cn1c(=O)n(C)c2cc([N+](=O)[O-])c(N3CCN(C(=O)c4ccccc4Br)CC3)cc21 | -9% | 4% | -13% | -5% | -12 | -3% | 18% | 1% | -7%
Nc1nonc1C(=O)N/N=C/c1cc2c(cc1[N+](=O)[O-])OCO2 | -2% | 2% | -14% | -5% | 29 | -8% | -21% | 1% | -3%
Cc1cc(Br)ccc1OCC(=O)NNC(=O)c1cnccn1 | -5% | 22% | -7% | -3% | -7 | -1% | -7% | 0% | -4%
Cc1ccc(C)c(Cn2nnc3c(=O)[nH]c(C4CCN(C(=O)c5ccco5)CC4)nc32)c1 | -20% | 4% | -21% | -2% | -9 | -1% | 5% | -3% | 3%
CCOC(=O)C(C)Sc1ncnc2c1c(-c1ccccc1)cn2-c1ccc(OC)cc1 (stereo not drawn) | 1% | -10% | -10% | 1% | 2 | -1% | -8% | -5% | -10%
Cc1nn(C(C)C(=O)NC2CCC(C)CC2)c(=O)c2c1sc1ccccc12 (stereo not drawn) | . | 7% | -25% | . | 2 | . | -5% | . | 6%
CC1CCN(Cc2nc(-c3ccccc3)no2)CC1 | -4% | 9% | -9% | 2% | 0 | 0% | -16% | -4% | -2%
O=C(CCSc1nnc(-c2ccco2)o1)N1CCOCC1 | 6% | 1%[57.1 µM] | ? | 7% | -5 | 3% | 8% | -2% | 6%[57.1 µM]
COc1cc(/C=C2/C(=O)NN(c3ccc(F)cc3)C2=O)cc([N+](=O)[O-])c1O | -1% | ? | ? | 18% | 14 | 4% | -4% | -5% | -34%

Not all compounds are listed. The share of hits here may be higher or lower than overall.
